NR1D1 modulator = modulators of Rev-erb alpha DNA binding, primary screen, biochemical, FITC-DNA, fluorescence polarization, uHTS | Rev-erbα–FITC-DNA binding, 90 min | activity, % at 10 µM | 370,000 tested, 0.79% active | AID 1259318, 2017;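 active = activity above about 14%, limit read from the data; passing the limit was not always enough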;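 note: 0% = DMSO wells with 35 nM protein and 100% = DMSO wells with 750 nM protein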
Target sequence (P20393 whole entry, looked up): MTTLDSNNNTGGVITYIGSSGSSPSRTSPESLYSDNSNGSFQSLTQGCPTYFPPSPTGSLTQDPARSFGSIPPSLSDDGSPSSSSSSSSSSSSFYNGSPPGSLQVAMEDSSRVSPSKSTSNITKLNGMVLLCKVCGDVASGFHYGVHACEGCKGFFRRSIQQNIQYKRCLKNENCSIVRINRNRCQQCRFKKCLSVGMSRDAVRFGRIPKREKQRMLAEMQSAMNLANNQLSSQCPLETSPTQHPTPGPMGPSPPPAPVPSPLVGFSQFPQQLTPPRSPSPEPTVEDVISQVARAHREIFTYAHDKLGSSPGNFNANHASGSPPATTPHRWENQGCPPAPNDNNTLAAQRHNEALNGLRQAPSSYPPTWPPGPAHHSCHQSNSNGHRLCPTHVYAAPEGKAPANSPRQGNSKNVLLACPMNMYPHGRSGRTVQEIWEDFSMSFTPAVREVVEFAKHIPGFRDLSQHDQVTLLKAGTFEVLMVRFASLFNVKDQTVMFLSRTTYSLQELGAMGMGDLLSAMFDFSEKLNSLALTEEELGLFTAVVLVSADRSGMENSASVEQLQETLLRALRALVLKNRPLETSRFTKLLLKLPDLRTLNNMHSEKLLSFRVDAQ
Tn6 DDE FP = inhibitors of Tn6 peptide binding to fibrin DD(E), primary screen, biochemical, fluorescence polarization, human fibrin, Tn6 probe | 370,000 tested, 0.21% active | Fibrin DD(E) TRITC-Tn6 fluorescence polarization displacement | inhibition, % at 8.3 µM | Fibrinogen beta chain (Homo sapiens), P02675;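 active = inhibition above a per-campaign cutoff: mean of compounds within control limits plus 3 SD, cut at about 15% in these data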;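 note: 0% = median of all compound wells on the plate and 100% = blocking peptide control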
ARFGAP1 inh = inhibitors of rat ARFGAP1 GAP activity, primary screen, biochemical, fluorescence polarization, GDP tracer | inhibition, % at 16.5 µM | AID 651572, 2012 | 360,000 tested, 0.26% active | ADP-ribosylation factor GTPase-activating protein 1 (Rattus norvegicus), Q62848 | Arfgap1-stimulated ARF1 GTP hydrolysis, GDP FP detection;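 active = inhibition above a per-plate limit, mean inhibition of low control wells plus 3 SD, cut at about 25% in these data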;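 note: 0% = DMSO wells with enzyme and 100% = wells lacking Arfgap1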
Target sequence (Q62848 1-136 limits assumed): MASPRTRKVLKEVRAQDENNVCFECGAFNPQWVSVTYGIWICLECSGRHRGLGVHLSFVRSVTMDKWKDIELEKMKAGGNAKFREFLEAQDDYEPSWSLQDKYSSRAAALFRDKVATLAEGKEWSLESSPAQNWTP
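Replicates: Single well per compound | Assay system: Truncated rat Arfgap1 GAP domain | Control set: No-Arfgap1 wells (100%) versus DMSO full-reaction wells (0%) | Times: Enzyme reaction 120 min at 25 °C after 20 min preincubation | Reagent: Human ARF1(Δ1-17)-GTP substrate | Measured by: Tracer-displacement fluorescence polarization with EDTA stop, 620/688 nm | Measure: Percent inhibition of Arfgap1-stimulated GTP hydrolysis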
proKLK7 act = proKLK7 zymogen activators, primary screen, biochemical, fluorescence intensity; purified proKLK7, EDANS-DABCYL substrate fluorescence; 100% is mature enzyme control, 0% vehicle; activation, % at 7 µM; Kallikrein-7 (Homo sapiens), P49862; AID 652039, 2013; 370,000 tested, 0.9% active;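 active = activation above the mean of all tested compounds plus 3 SD, computed per campaign excluding outliers beyond control limits, cut at about 13% in these data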
Target sequence (P49862 whole entry, looked up): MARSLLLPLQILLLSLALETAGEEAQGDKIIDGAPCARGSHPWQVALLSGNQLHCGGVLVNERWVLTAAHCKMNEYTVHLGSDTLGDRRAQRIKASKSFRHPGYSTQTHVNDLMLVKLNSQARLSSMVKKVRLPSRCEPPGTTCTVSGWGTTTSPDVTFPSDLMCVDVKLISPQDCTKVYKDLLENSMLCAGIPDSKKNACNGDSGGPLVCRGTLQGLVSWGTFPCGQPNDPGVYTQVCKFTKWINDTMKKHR
PLCb3 inh = human PLC-beta3 inhibitors, primary screen, biochemical, fluorescence. 1-phosphatidylinositol 4,5-bisphosphate phosphodiesterase beta-3 (Homo sapiens), Q01970. inhibition, % at 12.2 µM. 370,000 tested, 0.18% active. Purified PLC-beta3, fluorogenic substrate; in the data active = inhibition above about 11%;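 note: 0% = median of compound wells on plate and 100% = full blocker control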
PLCg1 inh = PLC-gamma1 enzyme inhibitors, primary screen, biochemical, fluorescence, purified enzyme; 1-phosphatidylinositol 4,5-bisphosphate phosphodiesterase gamma-1 (Homo sapiens), P19174; fluorogenic substrate; inhibition, % at 12.2 µM; 370,000 tested, 0.84% active; in the data active = inhibition above about 9.5%
HGIII-sPLA2 inh = human group III sPLA2 inhibitors, primary screen, biochemical, QFRET, BODIPY PC-A2 liposome substrate; QFRET BODIPY PC-A2 liposome hydrolysis, fluorescence; 370,000 tested, 0.56% active; inhibition, % at 12.2 µM;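 active = inhibition above mean plus 3 SD of compounds lying within the high and low control bounds, cut at about 19% in these data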;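 note: 0% = median of test compound wells and 100% = no enzyme DMSO wells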
DDE Tn7 FP inh = inhibitors of Tn7 peptide binding to fibrin DD(E), primary screen, biochemical, fluorescence polarization, human fibrin, Tn7 probe. inhibition, % at 8.3 µM. FP displacement of FITC-Tn7 peptide from fibrin DD(E); 0% = median of compound wells per plate. 370,000 tested, 0.13% active. AID 720508, 2013. Fibrinogen beta chain (Homo sapiens), P02675;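 active = inhibition above the mean of compounds falling within the control limits plus 3 SD of them, cut at about 14% in these data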;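 note: 0% = plate median of compound wells and 100% = 10 µM Aha-Tn7 peptide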
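Assay system: human fibrin DD(E). Input: DD(E) 2 µM final. Medium: Tris buffer with calcium and detergent, pH 7.8. Compound dosing: single point at 8.3 µM. Timing: 10 min plus 3 h, room temperature. Technique: fluorescence polarization of the labelled Tn7 tracer. Read-out: percent inhibition. Replicates: singlicate testing.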
UHRF1 MBD2 ctr = UHRF1 methylated DNA binding inhibitors, primary screen, counter-screen for MBD2 inhibitor project, biochemical, TR-FRET, human UHRF1, single concentration. AID 687016, 2013. inhibition, % at 4.4 µM. UHRF1 binding to methylated oligo. E3 ubiquitin-protein ligase UHRF1 (Homo sapiens), Q96T88. 370,000 tested, 0.75% active; in the data active = inhibition above about 21%;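 note: UHRF1 SRA domain binding a hemimethylated CpG hairpin DNA probe; 0% = median of test compound wells and 100% = reference inhibitor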
ASAP1 inh = inhibitors of human ASAP1 ArfGAP activity, primary screen, biochemical, fluorescence polarization; AID 624377, 2012; 360,000 tested, 0.19% active; ASAP1-stimulated ARF1 GTP hydrolysis, GDP FP detection; inhibition, % at 16.5 µM; in the data active = inhibition above about 25%;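 note: 0% = vehicle with enzyme and substrate and 100% = no enzyme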
Active calls of the source: *.

`Cc1ccc(NC(=O)C[n+]2cc(-c3ccc(C)cc3)n3c2CCC3)cc1` gave NR1D1 modulator -1.4, Tn6 DDE FP 5.7, ARFGAP1 inh 10.8, proKLK7 act 0.4, PLCb3 inh -3.8, PLCg1 inh 7.0, HGIII-sPLA2 inh 4.4, DDE Tn7 FP inh -1.8, UHRF1 MBD2 ctr 1.2 and ASAP1 inh -10.3.
For CN1CCCN(C(=O)CC2(CC(=O)O)CCCCC2)CC1 the results were NR1D1 modulator -0.2, Tn6 DDE FP 1.3, ARFGAP1 inh 6.2, proKLK7 act -0.2, PLCb3 inh -8.0, PLCg1 inh 0.6, HGIII-sPLA2 inh 8.2, DDE Tn7 FP inh 3.5, UHRF1 MBD2 ctr -1.6 and ASAP1 inh 16.5.
Screening Cc1ccc(-n2nnnc2SCC(=O)Nc2sccc2C#N)cc1 returned NR1D1 modulator 2.0, Tn6 DDE FP -4.7, ARFGAP1 inh 5.0, proKLK7 act 0.1, PLCb3 inh -6.7, PLCg1 inh -8.6, HGIII-sPLA2 inh -2.4, DDE Tn7 FP inh -0.6, UHRF1 MBD2 ctr 0.5 and ASAP1 inh -5.8.
`Cc1ccc(C(=O)N/C(=C/c2ccccc2)C(=O)NCC2CCCO2)cc1` (stereo not drawn) gave NR1D1 modulator -1.6, Tn6 DDE FP 4.6, ARFGAP1 inh -0.6, proKLK7 act -0.4, PLCb3 inh -3.6, PLCg1 inh -3.7, HGIII-sPLA2 inh 8.4, DDE Tn7 FP inh -3.9, UHRF1 MBD2 ctr 2.2 and ASAP1 inh -10.4.
`O=C(COC(=O)c1n[nH]c2ccccc12)NC(=O)NC1CCCCC1` gave NR1D1 modulator -3.3, Tn6 DDE FP -3.3, ARFGAP1 inh -28.5, proKLK7 act 0.0, PLCb3 inh -5.1, PLCg1 inh 4.5, HGIII-sPLA2 inh -17.2, DDE Tn7 FP inh -4.7, UHRF1 MBD2 ctr 11.4 and ASAP1 inh 3.9.
For N#Cc1nc(-c2ccco2)oc1NCCN1CCOCC1 the results were NR1D1 modulator -1.4, Tn6 DDE FP 3.9, ARFGAP1 inh 7.1, proKLK7 act 0.7, PLCb3 inh -29.3, PLCg1 inh -20.6, HGIII-sPLA2 inh 1.4, DDE Tn7 FP inh 2.0, UHRF1 MBD2 ctr 1.4 and ASAP1 inh 0.8.
Screening O=C(c1cn(-c2ccccc2)nc1-c1ccc(Cl)s1)N1CCOCC1 returned NR1D1 modulator 0.4, Tn6 DDE FP -2.1, ARFGAP1 inh 2.4, proKLK7 act 0.3, PLCb3 inh -1.5, PLCg1 inh -0.1, HGIII-sPLA2 inh -32.3, DDE Tn7 FP inh -4.4, UHRF1 MBD2 ctr -2.9 and ASAP1 inh 6.8.
CC(CC(=O)N1CCN(c2ccccc2)CC1)c1ccccc1 (stereo not drawn) was read as NR1D1 modulator 0.0, Tn6 DDE FP -11.3, ARFGAP1 inh 9.6, proKLK7 act 0.6, PLCb3 inh 0.9, PLCg1 inh -2.3, HGIII-sPLA2 inh 6.8, DDE Tn7 FP inh -6.0, UHRF1 MBD2 ctr 4.7 and ASAP1 inh 7.7.
`CC(C(=O)Nc1ccccc1)N1CCN(C(=O)c2ccco2)CC1` (stereo not drawn) gave NR1D1 modulator -2.8, Tn6 DDE FP -6.9, ARFGAP1 inh -2.9, proKLK7 act 0.3, PLCb3 inh -3.6, PLCg1 inh 2.1, HGIII-sPLA2 inh -3.2, DDE Tn7 FP inh -2.6, UHRF1 MBD2 ctr -1.1 and ASAP1 inh 2.7.
Screening N#CCc1nc(CSc2nc3ccccc3o2)cs1 returned NR1D1 modulator -5.3, Tn6 DDE FP -1.8, ARFGAP1 inh -0.4, proKLK7 act -0.9, PLCb3 inh -6.8, PLCg1 inh -6.1, HGIII-sPLA2 inh -31.4, DDE Tn7 FP inh -4.3, UHRF1 MBD2 ctr 1.2 and ASAP1 inh -3.1.
O=C(NCCCNC(=O)c1cc(Cl)ccc1Cl)c1ccco1 was read as NR1D1 modulator 10.3, Tn6 DDE FP -6.2, ARFGAP1 inh 13.2, proKLK7 act -1.2, PLCb3 inh -8.0, PLCg1 inh 0.4, HGIII-sPLA2 inh 9.4, DDE Tn7 FP inh 3.0, UHRF1 MBD2 ctr 3.1 and ASAP1 inh 12.0.
`CCOc1ccc(NC(=O)c2ccc(NC(=O)c3ccc(CN4CCOCC4)cc3)cc2)cc1` gave NR1D1 modulator -4.0, Tn6 DDE FP 5.8, ARFGAP1 inh 0.8, proKLK7 act -0.2, PLCb3 inh -5.4, PLCg1 inh 0.7, HGIII-sPLA2 inh -1.7, DDE Tn7 FP inh 1.9, UHRF1 MBD2 ctr 1.6 and ASAP1 inh -2.8.
`COc1ccccc1Cc1c(-c2ccco2)nc2c3ccccc3ccn12` gave NR1D1 modulator -3.2, Tn6 DDE FP -6.7, ARFGAP1 inh -0.3, proKLK7 act -3.0, PLCb3 inh -47.8, PLCg1 inh -35.4, HGIII-sPLA2 inh -5.7, DDE Tn7 FP inh 0.1, UHRF1 MBD2 ctr 12.5 and ASAP1 inh 12.2.
For COC(=O)CN(c1cc(Cl)ccc1OC)S(=O)(=O)c1ccc(OC)c(OC)c1 the results were NR1D1 modulator 9.8, Tn6 DDE FP 3.0, ARFGAP1 inh 1.0, proKLK7 act 0.1, PLCb3 inh 3.2, PLCg1 inh -0.6, HGIII-sPLA2 inh 12.3, DDE Tn7 FP inh 7.2, UHRF1 MBD2 ctr 6.9 and ASAP1 inh 3.0.
`C=CCOc1ccc(C2NC(=O)c3ccccc3O2)cc1OC` (stereo not drawn) gave NR1D1 modulator 6.4, Tn6 DDE FP 9.9, ARFGAP1 inh 7.3, proKLK7 act -3.7, PLCb3 inh -9.8, PLCg1 inh -5.3, HGIII-sPLA2 inh 14.5, DDE Tn7 FP inh 9.7, UHRF1 MBD2 ctr 2.5 and ASAP1 inh -3.6.
Screening COc1ccc(-c2cc(=O)oc3c(C)c(OCc4nn[nH]n4)ccc23)cc1 returned NR1D1 modulator 1.4, Tn6 DDE FP 0.5, ARFGAP1 inh 2.6, proKLK7 act -2.0, PLCb3 inh -58.8, PLCg1 inh -38.4, HGIII-sPLA2 inh -18.1, DDE Tn7 FP inh -2.0, UHRF1 MBD2 ctr -0.7 and ASAP1 inh 1.8.
For C=CCC[C@H](CCCCC)OC(=O)/C=C/[C@H](O)[C@@H](O)C[C@H](O)CC=C the results were NR1D1 modulator -4.4, Tn6 DDE FP 6.5, ARFGAP1 inh 8.7, proKLK7 act -0.7, PLCb3 inh 0.5, PLCg1 inh 0.3, HGIII-sPLA2 inh -8.8, DDE Tn7 FP inh 8.6, UHRF1 MBD2 ctr -1.6 and ASAP1 inh -0.2.
For CCCCn1nnnc1C1(C)CCC(=O)N1Cc1ccc(OC)c(OC)c1 (stereo not drawn) the results were NR1D1 modulator -5.5, Tn6 DDE FP -5.0, ARFGAP1 inh -0.9, proKLK7 act 0.3, PLCb3 inh 3.8, PLCg1 inh 4.9, HGIII-sPLA2 inh 0.5, DDE Tn7 FP inh -3.1, UHRF1 MBD2 ctr -1.5 and ASAP1 inh 3.3.
Cc1c(C(=O)OC2CCCCC2)sc2nc[nH]c(=O)c12 was read as NR1D1 modulator 5.2, Tn6 DDE FP -5.9, ARFGAP1 inh 14.3, proKLK7 act -0.8, PLCb3 inh -3.6, PLCg1 inh -3.1, HGIII-sPLA2 inh -14.4, DDE Tn7 FP inh -2.4, UHRF1 MBD2 ctr -0.6 and ASAP1 inh -4.3.
Cc1ccc(NS(=O)(=O)c2ccc3c(c2)NC(=O)C(C)C(=O)N3)c(Br)c1 (stereo not drawn) was read as NR1D1 modulator 3.4, Tn6 DDE FP 2.7, ARFGAP1 inh -1.6, proKLK7 act 0.4, PLCb3 inh 4.0, PLCg1 inh 3.3, HGIII-sPLA2 inh -6.8, DDE Tn7 FP inh 4.4, UHRF1 MBD2 ctr -2.2 and ASAP1 inh -7.2.
Screening CC1(C)CC(C(CC(=O)Nc2nccs2)c2ccccc2)CCO1 (stereo not drawn) returned NR1D1 modulator 2.6, Tn6 DDE FP -4.8, ARFGAP1 inh 1.1, proKLK7 act -0.7, PLCb3 inh 5.2, PLCg1 inh 4.1, HGIII-sPLA2 inh 4.1, DDE Tn7 FP inh 0.1, UHRF1 MBD2 ctr 0.3 and ASAP1 inh -12.4.
`CCOC(=O)C1(C)CCCN(C(=O)c2cccnc2SC)C1` (stereo not drawn) gave NR1D1 modulator -3.9, Tn6 DDE FP 4.1, ARFGAP1 inh 4.1, proKLK7 act -0.4, PLCb3 inh 4.4, PLCg1 inh 2.3, HGIII-sPLA2 inh -2.6, DDE Tn7 FP inh -1.9, UHRF1 MBD2 ctr -0.7 and ASAP1 inh 7.0.
O=C(/C=C/c1cccc(OCc2ccccc2)c1)c1cccnc1 was read as NR1D1 modulator 0.7, Tn6 DDE FP -1.9, ARFGAP1 inh 9.3, proKLK7 act -0.4, PLCb3 inh 0.4, PLCg1 inh -2.4, HGIII-sPLA2 inh -4.2, DDE Tn7 FP inh 1.4, UHRF1 MBD2 ctr 1.3 and ASAP1 inh -2.5.
`CCN(CC(=O)Nc1ccccc1OC)C(=O)Cn1cnc2ccccc2c1=O` gave NR1D1 modulator 4.9, Tn6 DDE FP 2.4, ARFGAP1 inh 1.7, proKLK7 act -0.4, PLCb3 inh 5.2, PLCg1 inh 0.0, HGIII-sPLA2 inh 3.9, DDE Tn7 FP inh 3.4, UHRF1 MBD2 ctr -3.4 and ASAP1 inh 7.7.
For Cc1cccc(N2C(=O)CC(N(O)c3ccccc3)C2=O)c1 (stereo not drawn) the results were NR1D1 modulator -1.0, Tn6 DDE FP 8.5, ARFGAP1 inh 11.6, proKLK7 act 273.7*, PLCb3 inh -3.2, PLCg1 inh 2.1, HGIII-sPLA2 inh 1.8, DDE Tn7 FP inh -1.1, UHRF1 MBD2 ctr -1.3 and ASAP1 inh -7.9.

Screening results as filed in PubChem.
